# Bioassay records as filed in PubChem BioAssay.
# MITF TRPM1 inh: MITF TRPM1 promoter inhibition in SK-MEL-5 cells; SK-MEL-5 TRPM1 promoter luciferase, 24 h; inhibition, % at 12.5 µM; hit rate 0.83% among 330,000; AID 488899;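 active = mean inhibition across replicates of 60% or more, whatever share of single replicates reaches that level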; note: values of inactives mirror those of a sister screen read the other way
# Granule exo inh: lytic granule exocytosis inhibition; TALL-104 LAMP-1 surface exposure, flow cytometry; cells stimulated with thapsigargin and PMA; inhibition, % at 10 µM; hit rate 0.66% among 360,000; AID 651702;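 active = inhibition above about 55%, limit read from the data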
# Vif imaging: inhibitors of HIV Vif | inhibition, % at 7.49 µM | hit rate 0.35% among 340,000 | AID 602346 | HEK293T cells, Vif self-association by quenched fluorescence, imaging, 24 h; in the data active = inhibition above about 50%, passing the limit was not always enough; note: some results filed as inactive read as strong as hits
# PDI turbidity: blocks human protein disulfide isomerase activity; P07237; PDI insulin aggregation turbidity, A650, 90 min; inhibition, % at 10 µM; hit rate 0.052% among 350,000; AID 588391;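 active = mean inhibition across replicates of 30% or more, whatever share of single replicates reach that level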;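 note: absorbance from insulin aggregation driven by PDI reduction with DTT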
# Target sequence (P07237 whole entry, looked up): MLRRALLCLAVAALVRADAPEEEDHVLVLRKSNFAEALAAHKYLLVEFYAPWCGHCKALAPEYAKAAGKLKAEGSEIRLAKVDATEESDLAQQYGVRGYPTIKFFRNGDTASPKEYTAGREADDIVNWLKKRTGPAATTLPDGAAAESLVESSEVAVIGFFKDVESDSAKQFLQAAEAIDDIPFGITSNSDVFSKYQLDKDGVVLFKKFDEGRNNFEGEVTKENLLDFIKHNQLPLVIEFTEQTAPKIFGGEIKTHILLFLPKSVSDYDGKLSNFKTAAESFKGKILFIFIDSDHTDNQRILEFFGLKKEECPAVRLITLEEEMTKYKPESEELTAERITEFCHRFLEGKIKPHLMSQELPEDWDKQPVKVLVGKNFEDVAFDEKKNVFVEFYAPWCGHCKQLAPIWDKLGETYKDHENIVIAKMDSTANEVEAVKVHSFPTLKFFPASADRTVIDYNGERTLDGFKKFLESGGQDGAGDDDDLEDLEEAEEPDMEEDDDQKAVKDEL
# aDG glyco up: alpha-DG glycosylation activation. Pro5-aDG cells, alpha-DG glycosylation AlphaScreen (IIH6); 0% Pro5, 100% B10-LARGE cell signal. activation, % at 10 µM. hit rate 0.22% among 360,000. AID 624168;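 active = activation of at least 8% versus controls, or a plate z-score of at least 8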;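 note: Pro5 are CHO cells carrying HIG-tagged alpha-DG that lacks glycosylation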
# hiPSC survival: hiPSC single-cell survival enhancement; ATPlite luminescence; 100% = ROCK inhibitor wells, 0% = DMSO; survival enhancement, % at 20 µM; hit rate 0.044% among 360,000; AID 602274; in the data active = survival enhancement above about 18%;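 note: cells exposed to compounds for 16 hours before the ATP read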
# NR2E3 ag-1: human photoreceptor-specific nuclear receptor agonism; CHO-S Gal4-NCOR/VP16-NR2E3 two-hybrid, luciferase; inhibition of corepressor binding, % at 3.98 µM; hit rate 0.35% among 360,000; AID 602229;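 active = inhibition above the mean of all tested compounds plus 3 SD, cut at about 70% in these data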;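 note: 0% = DMSO with NR2E3 transfected cells and 100% = cells lacking NR2E3 construct; higher means lower luciferase signal from less NR2E3 corepressor binding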
# Target sequence (Q9Y5X4 whole entry, looked up, the tested form may be a part): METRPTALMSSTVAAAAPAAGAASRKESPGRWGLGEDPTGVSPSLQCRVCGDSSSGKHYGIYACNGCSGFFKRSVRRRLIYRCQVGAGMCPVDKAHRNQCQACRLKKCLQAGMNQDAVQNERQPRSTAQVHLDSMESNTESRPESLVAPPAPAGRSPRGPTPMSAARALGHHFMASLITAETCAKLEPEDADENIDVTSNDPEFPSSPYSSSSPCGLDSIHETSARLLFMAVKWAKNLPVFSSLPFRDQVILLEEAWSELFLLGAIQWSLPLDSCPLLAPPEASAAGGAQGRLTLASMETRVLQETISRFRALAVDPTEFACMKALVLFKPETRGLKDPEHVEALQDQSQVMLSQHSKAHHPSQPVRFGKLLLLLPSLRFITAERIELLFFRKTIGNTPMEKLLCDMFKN
# CaV13 ICDI inh: Primary screen for inhibitors of IQ motif and Ca2+-dependent inactivation inhibitor domain binding in CACNA1D, Förster resonance energy transfer in living cells, … | inhibition, % at 12.3 µM | hit rate 0.098% among 340,000 | HEK cells, CFP/YFP FRET ICDI-IQ, plate reader, 10 min; percent FRET-ratio fall versus neutral wells | AID 743397;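 active = mean replicate inhibition of at least 30% and at least 1% of replicates passing that level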;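 note: 0% = median of the neutral control wells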
# Peg3 prom inh: inhibitors of Peg3 promoter; HeLa PEG-Prom luciferase reporter, luminescence, overnight; inhibition, % at 20 µM; hit rate 1.7% among 360,000; AID 588405;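 active = inhibition of at least 50% at 20 µM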
# NR2E3 ag-2: agonists of human nuclear receptor NR2E3 | Q9Y5X4 | AID 2300 | hit rate 0.12% among 320,000 | inhibition of corepressor binding, % at 4.78 µM | GST-NR2E3/biotin-RetCOR TR-FRET, 1536-well;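 active = percent inhibition above the cutoff of mean plus 3 SD of all tested compounds, set per screening campaign, cut at about 20% in these data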;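 note: 0% = DMSO wells and 100% = biotin wells as full block of FRET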
#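 Test system: GST-NR2E3 and biotin-RetCOR proteins | Quantity: 1.35 nM GST-tagged NR2E3 final | Medium: Tris pH 7.5 | Also added: 7 nM biotin-RetCOR | Dosing: Compound at 4.8 µM, single dose | Timing: 5 h at 4 °C | Detection: Time-resolved FRET | Read-out basis: Percent inhibition | Benchmarks: Biotin wells as high control, 0.6% DMSO wells as low control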
# HIF-2a inh: HIF-2a inhibition; hit rate 0.72% among 360,000; inhibition, % at 18.8 µM; 786-0 RCC cells HIF-2a reporter, luciferase luminescence, overnight;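 active = inhibition of the luminescence signal of 40% or more relative to plate controls, in a single-dose primary screen at 18.75 µM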
# Active calls of the source: *; / = no result given; + = active, no number.
cpd	SMILES	MITF TRPM1 inh	Granule exo inh	Vif imaging	PDI turbidity	aDG glyco up	hiPSC survival	NR2E3 ag-1	CaV13 ICDI inh	Peg3 prom inh	NR2E3 ag-2	HIF-2a inh
1	O=C(CN1CCCC(O)C1)N1c2ccccc2Sc2ccc(C(F)(F)F)cc21 (stereo unspecified)	0	4	3	-4	-0.1	1.5	-38	-1	18	-3	7
2	Brc1ccc(CSc2nccn2-c2ccccc2)cc1	-3	10	-1	-8	0.2	-1.2	-28	/	-19	-1	-30
3	Cc1ccc(NC(=O)CN2CCN(Cc3ccccc3)CC2)cc1Cl	20	-2	2	2	0.0	-0.4	11	-20	2	-2	18
4	COc1ccc(NC(=O)CSc2nnc(CNC(=O)c3ccco3)n2-c2ccccc2OC)cc1	5	-2	3	-1	-0.1	2.3	7	-5	8	0	3
5	CCc1ccc(NC(=O)N(CCOC)C2CCN(C(C)=O)CC2)cc1	3	-2	8	22	-0.1	3.6	-6	-9	5	0	10
6	Cc1ccc(CNC(=O)C(OC(=O)c2cccs2)C(C)C)cc1 (stereo unspecified)	-10	7	-7	4	0.0	-0.4	2	-5	4	2	8
7	CCOCCCNC(=O)C1CC(=O)N(CCc2ccccc2)C1 (stereo unspecified)	6	-2	-7	5	-0.1	0.9	-3	-5	7	2	6
8	C=CCn1c(SCc2ccc(C(=O)OC)cc2)nnc1-c1sc(N)nc1C	9	2	-3	-1	0.0	2.0	-12	-4	10	0	18
9	Cc1csc2ncc(C(=O)Nc3ccc4c(c3)OCCO4)c(=O)n12	-73	-3	7	-2	0.2	-0.1	-64	-7	-311	-2	-182
10	CCN(CC(=O)Nc1c(F)cccc1F)C(=O)CNC(=O)c1sc2ccccc2c1Cl	-10	1	9	10	-0.2	-1.9	10	-5	-21	0	-35
11	c1ccc(COc2ccc(CNn3cnnc3)cc2)cc1	-14	2	5	11	-0.4	-2.1	-36	-8	-32	2	-47
12	C#CCNC(=O)C1=C[C@H](C)C[C@H](OCc2ccc(CO)cc2)O1	-15	3	10	1	0.0	-0.2	-2	-12	-45	3	-35
13	Cc1cccc(N(C)Cc2nnc(-c3cccc(Br)c3)o2)c1	4	-3	-11	-12	0.0	-0.1	3	-2	17	3	-1
14	O=C(CSc1ccc2c(c1)OCCO2)NCc1ccccc1	-5	5	-2	-2	0.1	1.9	-21	-2	-8	0	1
15	CCN(CC)CCNc1cc(C)c(C#N)c2nc3ccccc3n12	15	3	-5	1	-0.1	-0.6	15	-20	7	-1	2
16	O=C(c1cnccn1)N1CCN(S(=O)(=O)c2ccc3ccccc3c2)CC1	-4	-7	-8	3	0.1	-0.9	34	-5	14	2	0
17	CCCCN1CC(=O)N2[C@@H]3c4cc(OC)ccc4OC[C@@H]3[C@H](C(=O)OCC)[C@]2(C)C1=O	-13	17	5	-2	-0.2	-1.5	-21	-9	-6	/	19
18	C=CCn1c(=O)c2ccc(C(=O)NCc3ccccc3)cc2n(Cc2ccccc2Cl)c1=O	14	2	15	6	0.1	-1.6	0	-3	19	0	11
19	Cc1ccccc1NC(=O)Cn1nnc(-c2ccc(CN3CCC(C)CC3)cc2)n1	-7	0	-3	5	0.0	-0.7	9	-2	9	4	7
20	CCc1nn(C(C)C(=O)NC2CCCCCC2)c(=O)c2cc3occc3n12 (stereo unspecified)	-4	10	-4	7	-0.2	-0.4	4	-3	10	-2	-1
21	Cc1cc(C)cc(NC(=O)C(Sc2nnc(C)c(=O)[nH]2)c2ccccc2)c1 (stereo unspecified)	5	-2	1	-8	0.7	-0.5	-22	-5	9	-2	17
22	C/C(=N\NC(=O)CCc1ccccc1)C1C(=O)c2ccccc2C1=O	2	-1	-2	0	0.3	-0.2	-61	4	-79	-1	-157
23	COc1ccccc1NS(=O)(=O)c1cccc(NC(=S)NCCN2CCOCC2)c1	-3	-2	15	6	0.0	3.7	1	-5	9	4	25
24	CC(C)N(C(=O)CSc1nnc(NC(=O)c2ccco2)s1)C(C)C	/	-3	2	-3	-0.2	1.1	7	-1	1	-1	15
25	O=C(NCc1ccc(Cl)cc1)C(=O)NCC1CCCN1S(=O)(=O)c1cccs1 (stereo unspecified)	6	-8	-2	1	0.1	0.1	13	-7	-2	-3	3
26	CCN(CC)S(=O)(=O)c1ccc2c(c1)c(=O)c(C(=O)N1CCN(c3ccccc3)CC1)cn2C	5	11	-19	1	-0.1	0.3	-6	-5	0	-2	11
27	O=C(Nc1ccccc1F)c1cc(S(=O)(=O)N2CCCCC2)cs1	-4	0	-3	-1	0.0	3.2	-35	-8	-16	-3	-75
28	COc1ccc(CCNC(=O)C2CCN(S(=O)(=O)c3ccc(OC)cc3)CC2)cc1	0	2	-1	2	0.0	-0.1	-4	-5	-16	-1	-8
29	CCN(CC)CCN1C(=O)c2ccccc2NC1c1cccc(F)c1 (stereo unspecified)	3	1	3	-9	-0.2	7.2	-14	-5	2	3	6
30	O=C1c2ccccc2CCc2ccc(Br)cc21	-16	-14	/	0	0.0	-2.0	-4	-10	-61	5	-52

# Next records follow:
cpd	SMILES	MITF TRPM1 inh	Granule exo inh	Vif imaging	PDI turbidity	aDG glyco up	hiPSC survival	NR2E3 ag-1	CaV13 ICDI inh	Peg3 prom inh	NR2E3 ag-2	HIF-2a inh
31	O=C(CC(Sc1ccccc1)c1cccs1)c1ccco1 (stereo unspecified)	0	-1	-2	10	0.3	-0.6	-12	-5	-36	3	-32
32	CCCCCC(=O)N1C[C@@H](O)[C@H](n2cc(C3CC3)nn2)C[C@@H]1c1ccc(Cl)cc1	/	-2	/	-3	0.2	-1.0	-46	-2	6	/	20
33	CCc1cc2c(=O)c(-c3cnn(-c4ccccc4)c3)c(C)oc2cc1OCC(=O)Nc1cccc(C)c1	51	-1	6	0	-0.4	-0.4	-13	-5	2	1	6
34	O=S1(=O)N[C@@H](Cc2ccccc2)COc2cc(Br)ccc21	-7	-3	4	1	-0.4	1.1	2	-5	12	/	14
35	O=C(c1ccco1)N1CCN(C(=O)c2cc(-c3ccncc3)nc3ccc(Br)cc23)CC1	16	3	/	1	-0.7	1.5	-7	-1	26	1	4
36	CCN1CCN(c2ccc(NC(=O)c3ccc([N+](=O)[O-])o3)cc2Cl)CC1	71*	3	31	-4	-0.2	-1.1	42	0	102*	/	64*
37	CCOC(=O)Cn1nc(-c2ccccc2)c2cnc3ccc(C)cc3c21	/	-7	9	/	-0.3	-0.5	2	-6	26	-2	28
38	COc1ccc(N/C(N)=N/c2nc(CSc3ccc(Cl)cc3)cc(=O)[nH]2)cc1	15	-4	-4	-2	-0.2	-0.4	-12	/	-4	2	0
39	CC(C)Cc1ccc(-c2cc3nc(NCc4cccc(Cl)c4)ccn3n2)cc1	/	1	/	-8	1.6	9.5	-94	-5	-178	/	-208
40	NC(=O)CC(NC(=O)c1ccc(Br)cc1)c1ccc(N2CCN(c3ccccc3)CC2)c([N+](=O)[O-])c1 (stereo unspecified)	5	5	0	5	0.0	-1.4	19	-5	17	0	2
41	Cc1cccc(-c2cnc(C(O)c3cc(C)cc(C)c3)[nH]2)c1 (stereo unspecified)	/	-7	-1	9	0.3	6.3	-15	-8	16	/	-2
42	Cc1ccccc1C(OCC(O)CN1CCN(CCO)CC1)c1ccccc1 (stereo unspecified)	2	-7	-2	-3	0.3	0.1	-3	-3	-24	-1	-2
43	COCCN(C(=O)CSc1nc2ccccc2c(=O)n1C(C)COC)c1c(N)n(Cc2ccccc2)c(=O)[nH]c1=O (stereo unspecified)	0	42	0	-2	0.4	-0.3	-9	-4	3	-2	14
44	Cc1cc(C)n(CC(=O)NNC(=O)c2cncc(Br)c2)n1	-2	0	-2	1	-0.1	3.5	-16	-5	4	/	5
45	CCCn1c(=O)c(C(=O)Nc2ncccc2C)c(O)c2ccccc21	13	-2	-3	-2	-0.2	4.7	-30	-6	8	4	9
46	CC(C)C[C@H](NC(=O)N1CCn2c1nc1ccccc12)C(=O)N[C@@H](Cc1ccccc1)C(=O)O	/	-6	5	/	0.0	0.7	2	/	-7	1	3
47	CC(=O)c1c(C)[nH]c(C(=O)NCCc2cccc(C)c2)c1C	-65	0	6	1	0.4	-0.5	-88	-3	-200	-1	-183
48	COc1ccccc1CNC(=O)CN1C(=O)N(C)C2(CCCCC2)C1=O	6	0	-4	-1	-0.2	0.1	-9	-7	3	3	-7
49	COc1ccc(C2C3=C(CCCC3=O)N(CC(=O)O)C3=C2C(=O)CCC3)cc1Cl	10	4	1	-2	0.0	-0.2	4	+	21	5	18
50	COc1cccc(NCc2nnc(SCC(=O)N(C)C3CCS(=O)(=O)C3)n2C2CCCCC2)c1 (stereo unspecified)	2	0	-8	-2	-0.2	-0.1	-7	-5	8	-2	5
51	Cn1nc(C(=O)NCc2ccccc2Cl)c2c1-c1ccccc1S(=O)(=O)C2	-1	-7	-5	-7	0.0	-0.1	-15	-3	19	2	18
52	Cc1nc2c(ncn2-c2ccccc2)c(=O)n1NC(=O)CN1CCN(C)CC1	0	-4	7	-3	-0.2	-0.1	-13	-5	13	-1	24
53	COc1ccc(C(=O)Nc2ccc(C3CC3(Cl)Cl)cc2)cc1 (stereo unspecified)	-39	-21	-3	-3	2.1	0.6	-35	-1	-106	6	-214
54	O=C(O)CCCCCN1C(=O)/C(=C/c2cn(-c3ccccc3)nc2-c2cccs2)SC1=S	-3	2	0	11	-0.3	-1.9	-31	-6	4	/	-11
55	COc1cccc2c(=O)cc(C)n(CC(=O)Nc3ccc(Br)cc3)c12	11	-6	-4	-6	1.3	0.2	-2	-21	20	1	35
56	CCOC(=O)/C(C#N)=C/c1c(N2CCN(CC)CC2)nc2c(C)cccn2c1=O	-5	2	-11	-3	-0.1	-0.5	14	-5	8	2	11
57	C=CCCC(=O)N1CCCC(Cc2cccc(Cl)c2)(C(=O)OCC)C1 (stereo unspecified)	-13	11	-1	4	0.3	-0.4	-24	2	-21	4	-35
58	COc1ccc(OCC(O)CNC(=O)c2sccc2Cl)cc1 (stereo unspecified)	-11	-3	-7	0	-0.1	1.3	-13	-2	-11	-3	-41
59	COc1ccc(CC(=O)NCc2ccc(F)cc2)cc1S(=O)(=O)N1CCOCC1	-3	3	-5	-9	0.1	-0.9	-14	-5	11	3	15
60	CSc1ccc(S(=O)(=O)Nc2ccc(F)cc2)cc1	0	-2	-1	2	0.2	2.6	14	/	7	3	9
61	Cc1nc(N)sc1N=Nc1ccc(F)cc1	-81	-4	-2	6	-0.1	-0.1	-49	-7	-298	4	-344

# Reformatted field by field: entries from further up.
46: CC(C)C[C@H](NC(=O)N1CCn2c1nc1ccccc12)C(=O)N[C@@H](Cc1ccccc1)C(=O)O
  MITF TRPM1 inh: /
  Granule exo inh: -6
  Vif imaging: 5
  PDI turbidity: /
  aDG glyco up: 0.0
  hiPSC survival: 0.7
  NR2E3 ag-1: 2
  CaV13 ICDI inh: /
  Peg3 prom inh: -7
  NR2E3 ag-2: 1
  HIF-2a inh: 3
47: CC(=O)c1c(C)[nH]c(C(=O)NCCc2cccc(C)c2)c1C
  MITF TRPM1 inh: -65
  Granule exo inh: 0
  Vif imaging: 6
  PDI turbidity: 1
  aDG glyco up: 0.4
  hiPSC survival: -0.5
  NR2E3 ag-1: -88
  CaV13 ICDI inh: -3
  Peg3 prom inh: -200
  NR2E3 ag-2: -1
  HIF-2a inh: -183
